Measles CPE: protection of cells from measles virus; Measles virus-infected cells, CPE protection, absorbance; protection (pct of control), % at 4 µM; 140,000 compounds, 1.5% hits; in the data active means protection mostly above about 24%, no sharp cut-off; inactive means mostly below about 26%; further: some compounds called inactive have numbers as strong as hits
HCT116 PTEN-null: PTEN-deleted cell growth suppression | HCT116 PTEN-null viability, CellTiter-Glo, 60 h; stronger effect = lower value | viability, % at 10 µM | 140,000 compounds, 1.2% hits | AID 827;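 active means viability at or below a set limit, 4 SD under the median of all tested compounds, cut at about 3.7% in these data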;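 further: PTEN knockout HCT116 line with beta catenin targeted HCT116 as companion control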
E-sel TNF inh: blocks E-selectin expression induced by TNF alpha | 120,000 compounds, 0.71% hits | inhibition, % at 2 µM | HUVEC TNFa-induced E-selectin immunofluorescence, high content;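 active means inhibition above the batch mean plus 3 SD, and confirmed as a hit on visual image review, cut at about 43% in these data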;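 further: 0% = TNF-stimulated DMSO wells and 100% = unstimulated control wells; not every result past the cut was called active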
bCat KO growth: beta-catenin-lacking colon tumor cell growth suppression; viability, % at 10 µM; AID 818; HCT116 beta-catenin knockout viability, CellTiter-Glo, 60 h; stronger effect = lower value; 140,000 compounds, 1.5% hits;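 active means viability at or under a set limit, the compound median less 4 SD, cut at about 6% in these data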;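 further: 0% = Hyamine 1622 control at 20 µM and 100% = untreated cell control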
Yeast life ext: extends the lifespan of yeast | S. cerevisiae growth with nicotinamide, OD615; deaD strain in restrictive glucose medium | inhibition of the nicotinamide effect, % at 10 µM | 130,000 compounds, 0.68% hits;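 active means inhibition above a set limit, placed 3 SD over the median of all compounds, cut at about 26% in these data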;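 further: 0% = nicotinamide-treated wells and 100% = cells grown without nicotinamide; some compounds called inactive have numbers as strong as hits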
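Assay system: engineered S. cerevisiae DeaD replicative-lifespan strain, galactose-grown log-phase cells; Buffer or medium: CSMM-D glucose medium, restrictive; Probe or stimulus: nicotinamide 1.5 mM; Compound: single dose 10 µM compound, 0.25% DMSO; Schedule: 4 h preincubation then 48 h treatment at 30 °C; Technique: OD615 measurement.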
NPY-Y2 antag: antagonists of human neuropeptide Y receptor Y2; NPY-Y2 expressing cells, antagonist mode; P49146; 140,000 compounds, 0.99% hits; AID 793; inhibition, % at 2.7 µM; in the data active means inhibition above about 17%;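 further: 0% = vehicle with agonist challenge and 100% = reference antagonist with challenge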
Target sequence (P49146 whole entry, looked up): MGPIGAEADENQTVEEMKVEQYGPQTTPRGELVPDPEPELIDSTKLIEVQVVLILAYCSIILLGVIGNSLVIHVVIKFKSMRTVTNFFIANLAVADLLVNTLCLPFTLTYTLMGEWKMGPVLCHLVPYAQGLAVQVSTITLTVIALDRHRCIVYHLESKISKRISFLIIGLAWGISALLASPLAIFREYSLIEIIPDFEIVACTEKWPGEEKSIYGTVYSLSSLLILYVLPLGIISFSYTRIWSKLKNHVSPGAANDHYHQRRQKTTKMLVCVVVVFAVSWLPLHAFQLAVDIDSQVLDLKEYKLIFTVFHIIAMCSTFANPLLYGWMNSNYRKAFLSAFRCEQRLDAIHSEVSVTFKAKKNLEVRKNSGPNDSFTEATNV
Phagocyt inh: blocks phagocytosis by macrophages; 110,000 compounds, 0.07% hits; J774A.1 macrophage IgG-bead phagocytosis, imaging; AID 1029; inhibition, % at 5 µM;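 active means inhibition above the mean of the plate negative controls plus 5 SD, cut at about 13% in these data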;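 further: phagocytic index as fraction of beads internalized from green versus red external bead signal; plate controls were DMSO negative control for no effect and cytochalasin-D positive control for full effect; some results beyond the cut were filed as inactive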
MRP1 act: activates MRP-1. H69AR cells + doxorubicin, viability rescue, CellTiter-Glo. viability increase, % at 10 µM. 140,000 compounds, 0.61% hits. AID 799;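 active means viability gain under doxorubicin at or above a set limit, the compound median plus 3 SD, cut at about 4.7% in these data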;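 further: MRP-1 overexpressing cells given doxorubicin 25 µM after compound pretreatment; 18-22 h compound pretreatment then 72 h with doxorubicin before readout; 0% = doxorubicin-only wells and 100% = vehicle-treated cells without doxorubicin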
Yeast growth inh: yeast BB579 growth reduction in restrictive medium | S. cerevisiae BB579 growth, OD615, 48 h | inhibition, % at 10 µM | 140,000 compounds, 0.51% hits;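 active means inhibition above a set limit, 3 SD over the mean compound inhibition, cut at about 44% in these data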; further: inactives centre near -24
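Test system: DeaD yeast strain BB579 / Buffer or medium: restrictive glucose-based CSMM-D medium / Doses: single 10 µM dose / Schedule: 4 h cell preincubation, 48 h compound exposure, 30 °C humidified / Technique: culture absorbance at 615 nm / Controls: amphotericin B positive control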
GALR2 blocker: blocks the human galanin receptor 2; AID 828; O43603; inhibition, % at 4 µM; 140,000 compounds, 0.39% hits; GALR2-expressing cells, antagonist mode; in the data active means inhibition above about 27%;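 further: cells stimulated with galanin 1-16 at roughly its EC80; 0% = agonist challenge control and 100% = basal control without agonist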
Target sequence (O43603 whole entry, looked up): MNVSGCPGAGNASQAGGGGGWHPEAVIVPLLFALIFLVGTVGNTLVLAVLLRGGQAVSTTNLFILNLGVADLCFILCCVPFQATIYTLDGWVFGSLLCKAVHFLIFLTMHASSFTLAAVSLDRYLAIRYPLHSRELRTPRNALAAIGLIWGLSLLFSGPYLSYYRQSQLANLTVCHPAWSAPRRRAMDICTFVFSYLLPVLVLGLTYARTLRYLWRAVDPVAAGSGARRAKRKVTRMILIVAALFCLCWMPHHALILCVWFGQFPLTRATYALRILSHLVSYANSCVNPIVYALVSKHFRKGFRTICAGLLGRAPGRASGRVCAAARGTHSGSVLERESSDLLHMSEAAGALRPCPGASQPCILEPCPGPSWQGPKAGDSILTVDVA
* = called active by the depositor; x = no result given.

SMILES | Measles CPE | HCT116 PTEN-null | E-sel TNF inh | bCat KO growth | Yeast life ext | NPY-Y2 antag | Phagocyt inh | MRP1 act | Yeast growth inh | GALR2 blocker
COc1ccc(N(C)S(=O)(=O)c2c(C)[nH]c(=O)[nH]c2=O)cc1 | 10 | 108 | 35 | 112 | -11 | 2 | x | 0.8 | -51 | -8
O=C(c1ccc(CS(=O)(=O)c2c(Cl)cccc2Cl)o1)N1CCN(c2ccccn2)CC1 | 16 | 75 | x | 83 | 6 | 4 | 0 | -1.0 | -31 | 0
N=C1c2ccccc2CN1NC(=O)c1cccc(S(=O)(=O)N2CCCC2)c1 | 4 | 100 | 19 | 86 | -1 | -1 | -7 | -0.9 | -2 | -12
CCOc1ccc(N(CC(=O)Nc2ccccc2C(=O)NC(C)CC)S(C)(=O)=O)cc1 (centres undefined) | 1 | 89 | 10 | 90 | 2 | 3 | -1 | -1.9 | -27 | 0
COc1ccc(OC)c(C2Nc3nc4ccccc4n3C(C)=C2C(=O)Nc2ccc(C)cc2C)c1 (centres undefined) | 7 | 21 | 11 | 28 | -6 | -1 | x | -3.2 | -13 | 8
O=C(c1cc2c(s1)-c1ccccc1OC2)N1CCCC1 | 4 | 93 | 8 | 85 | -12 | 4 | -1 | 1.3 | -14 | 1
COC(=O)c1ccc(C(=O)OC)c(NC(=S)N2CCN(c3cccc(Cl)c3)CC2)c1 | 26 | 88 | 39 | 88 | 3 | 14 | -4 | -1.0 | -24 | 1
Cc1cc(C)c(C)c(Cn2c(CO)nc3ccccc32)c1C | 22 | 74 | -29 | 41 | x | 7 | x | -1.5 | -31 | 5
CCOC(=O)C1=C(C)C(c2ccccc2)NC(=S)N1 (centres undefined) | 28 | 98 | -34 | 98 | -12 | -2 | 0 | -3.9 | 14 | 3
CC(C)N(Cc1cc2ccccc2[nH]c1=O)C(=O)C(C)(C)C | 12 | 100 | -4 | 103 | -19 | -3 | -1 | 9.3* | -35 | 9
COc1ccc(CCNC(=O)CSc2nnc(CNC(=O)c3ccccc3F)o2)cc1OC | 3 | 105 | -27 | 93 | -21 | -1 | x | -2.9 | -26 | 8
O=C(Cc1c(O)c2ccccc2[nH]c1=O)N(Cc1ccccc1)Cc1ccccc1 | 2 | 77 | -43 | 80 | -10 | 2 | 2 | -2.3 | -12 | -12
CCCn1c(N2CCN(CC(=O)c3c[nH]c4ccccc34)CC2)nc2c1c(=O)[nH]c(=O)n2C | 5 | 104 | 0 | 92 | -8 | 7 | 1 | -1.5 | -44 | 6
C=CCc1cccc2cc(C(=O)NC(C)(C)C)c(=O)oc12 | 2 | 91 | 2 | 95 | -11 | -4 | 2 | -0.9 | -31 | 7
Cc1ccc(S(=O)(=O)NCCC(c2ccc(F)cc2)c2ccco2)cc1 (centres undefined) | 6 | 71 | x | 85 | 4 | 4 | -10 | -3.5 | -5 | -8
Cc1ccc(C(=O)CC2(O)C(=O)N(CN3CCOCC3)c3ccccc32)cc1 (centres undefined) | 13 | 106 | -2 | 91 | 6 | 2 | 3 | -0.3 | -57 | -8
CCOc1ccc(C2N(c3ccc(Cl)cc3)C(=O)C3CCCN32)cc1OC (centres undefined) | 1 | 87 | x | 99 | -15 | -1 | 0 | -3.2 | -3 | -6
COc1ccc(CCc2nc(-c3ccc(-n4cccc4)cc3)no2)cc1 | 2 | 67 | x | 70 | -6 | 3 | 0 | 1.0 | 29 | -12
CC(C)NC(=O)CSc1nc2ccccc2c(=O)n1CCCOC(C)C | 11 | 95 | x | 94 | -13 | 0 | -1 | -1.1 | -3 | 0
CCN(CC(=O)Nc1ccc2c(c1)OCCO2)C(=O)CC1CCCC1 | 3 | 111 | -10 | 106 | -13 | 0 | -1 | 0.4 | -28 | -1
NC(=O)c1ccc(C23CC4CC(CC(C4)C2)C3)o1 | 2 | 69 | x | 77 | 15 | 1 | -1 | -3.6 | 3 | -21
CCCSc1nc2c(c(=O)[nH]c(=O)n2C)n1Cc1ccc(C)cc1 | 3 | 70 | 31 | 73 | 0 | 0 | x | -3.2 | -14 | -5
CCOc1cccc(-c2nn3c(-c4ccco4)nnc3s2)c1 | 3 | 68 | x | 66 | -24 | 2 | 0 | -3.9 | -52 | 9
CCOC(=O)c1csc(NC(=O)c2ccc(S(=O)(=O)N(C)C)cc2)n1 | 15 | 61 | x | 70 | -11 | -1 | 0 | -1.0 | -26 | 4
Cc1cccc(NC(c2ccc(O)cc2)c2ccc3ccc(C)nc3c2O)n1 (centres undefined) | 6 | 90 | 14 | 88 | -5 | 4 | -2 | -4.5 | -23 | 5
COC(=O)c1ccc(C(=O)OCCCc2nc3ccc(N)cc3[nH]2)cc1 | 30 | 97 | 3 | 104 | x | 2 | x | -1.1 | 2 | 2
O=C1CC(N2CCN(Cc3ccc4c(c3)OCO4)CC2)C(=O)N1c1ccccc1 (centres undefined) | 5 | 95 | 13 | 87 | -2 | 4 | 1 | -0.2 | -71 | -15
COc1ccc(NC(=O)CCNS(=O)(=O)c2ccc3c(c2)CCC(=O)N3)cc1 | 17 | 98 | x | 105 | -31 | 3 | x | -0.9 | -39 | -4
CCN(CC)C(=O)N1c2ccccc2C=Cc2ccccc21 | 57* | 71 | 44 | 62 | -1 | 8 | 0 | -1.0 | -31 | -9
Cc1c(-c2ccc(F)cc2)nc(N)c(C#N)c1-c1cccs1 | 13 | 85 | 1 | 86 | -15 | 3 | x | -5.2 | -38 | 8
Cc1csc(SCC(=O)Nc2nc3ccccc3s2)n1 | 12 | 93 | -1 | 99 | -9 | 3 | -1 | -0.2 | -3 | 1
COC(=O)c1cc(-c2c(C)nn(-c3ccccc3)c2C)n[nH]1 | 12 | 100 | 3 | 97 | -16 | 0 | -1 | -1.4 | -43 | 1
O=C(O)CCC(=O)NNc1ccccc1[N+](=O)[O-] | 14 | 99 | -8 | 83 | 3 | 2 | 1 | -0.4 | -17 | -4
CC(=O)Nc1ccc(Nc2nc(C)nc3c2oc2ccccc23)cc1 | 17 | 93 | 10 | 102 | -6 | 2 | 0 | -1.3 | -17 | 5
COc1ccc(CN2CC(C(=O)NCCC3=CCCCC3)CC2=O)cc1 (centres undefined) | 8 | 97 | -3 | 82 | -21 | 6 | x | -2.8 | -16 | -2
COC12NC(=O)N(C)C1(OC)C(=O)N(C)C(=O)N2C (centres undefined) | 5 | 101 | -1 | 107 | 1 | 3 | -1 | -2.3 | 22 | 10
Cc1ccc(NC(=O)c2ccco2)c(NC(=O)c2cccs2)c1 | 9 | 102 | -1 | 106 | 7 | -1 | -1 | -1.0 | -18 | 2
Cc1cccc(NC(=S)NCc2cccs2)c1C | 7 | 98 | -5 | 89 | -10 | 3 | 3 | -2.1 | -42 | 13
O=C1CC(C(=O)N2CCN(c3ccc(F)cc3)CC2)CN1CCc1ccccc1 (centres undefined) | 9 | 100 | 0 | 99 | -1 | 2 | 0 | -1.3 | 2 | -4
O=C(NC(C(=O)c1ccccc1)n1c(=O)cc[nH]c1=S)c1ccccc1 (centres undefined) | 3 | 93 | 4 | 96 | x | 0 | x | -1.7 | 0 | 9
C(=N\Nc1nc2ccccc2s1)/c1ccco1 | 5 | 69 | -31 | 78 | -8 | 1 | -3 | -4.0 | -12 | 15
COCCNC(=O)c1c(N)n(CCC2=CCCCC2)c2nc3ccccc3nc12 | 3 | 51 | 19 | 67 | -14 | 0 | 0 | -1.5 | -54 | -14
CC(=O)c1ccc(OCCCC(=O)N2CCN(S(=O)(=O)c3cccs3)CC2)cc1 | 8 | 78 | 23 | 73 | -11 | 3 | -2 | -1.1 | -51 | -8
COc1ccc(C(=O)NCCSCc2ccco2)cc1OC | 5 | 100 | -23 | 92 | -6 | 2 | 0 | -0.4 | -88 | -12
CC(=O)c1cc(F)c(N2CCN(c3ccc([N+](=O)[O-])cc3F)CC2)cc1C | 24 | 94 | 29 | 88 | 0 | 2 | -1 | -1.6 | -32 | 10
O=C1c2ccccc2S(=O)(=O)N1Cc1nnc(-c2ccccc2Br)o1 | 12 | 115 | 8 | 97 | x | 3 | x | -3.0 | -18 | 5
CS(=O)(=O)N(CC(=O)N1CCOCC1)Cc1ccccc1 | 17 | 103 | -1 | 96 | 1 | 2 | -1 | 0.1 | -24 | 4
CN(C)C(=O)c1nc(C#N)c(N(C)C)o1 | 10 | 92 | -16 | 101 | -7 | -1 | 0 | -0.5 | -92 | -1
COc1ccccc1N1CCN(c2cc(=O)n(-c3ccc(Br)cc3)c(=O)[nH]2)CC1 | 4 | 74 | x | 96 | -3 | 0 | 0 | -2.9 | -37 | 4
Fc1ccc(CNC(=S)Nc2ccc(Cl)cc2)cc1 | 4 | 97 | -25 | 92 | -6 | 0 | x | -4.0 | 0 | 3
O=C(NC1CCCCC1)N1CCC(n2cnc3ccccc32)CC1 | 76* | 104 | 3 | 84 | -5 | 0 | 0 | 0.4 | -20 | -5

Ten consecutive compounds already listed:
SMILES | Measles CPE | HCT116 PTEN-null | E-sel TNF inh | bCat KO growth | Yeast life ext | NPY-Y2 antag | Phagocyt inh | MRP1 act | Yeast growth inh | GALR2 blocker
Cc1cccc(NC(=S)NCc2cccs2)c1C | 7 | 98 | -5 | 89 | -10 | 3 | 3 | -2.1 | -42 | 13
O=C1CC(C(=O)N2CCN(c3ccc(F)cc3)CC2)CN1CCc1ccccc1 (centres undefined) | 9 | 100 | 0 | 99 | -1 | 2 | 0 | -1.3 | 2 | -4
O=C(NC(C(=O)c1ccccc1)n1c(=O)cc[nH]c1=S)c1ccccc1 (centres undefined) | 3 | 93 | 4 | 96 | x | 0 | x | -1.7 | 0 | 9
C(=N\Nc1nc2ccccc2s1)/c1ccco1 | 5 | 69 | -31 | 78 | -8 | 1 | -3 | -4.0 | -12 | 15
COCCNC(=O)c1c(N)n(CCC2=CCCCC2)c2nc3ccccc3nc12 | 3 | 51 | 19 | 67 | -14 | 0 | 0 | -1.5 | -54 | -14
CC(=O)c1ccc(OCCCC(=O)N2CCN(S(=O)(=O)c3cccs3)CC2)cc1 | 8 | 78 | 23 | 73 | -11 | 3 | -2 | -1.1 | -51 | -8
COc1ccc(C(=O)NCCSCc2ccco2)cc1OC | 5 | 100 | -23 | 92 | -6 | 2 | 0 | -0.4 | -88 | -12
CC(=O)c1cc(F)c(N2CCN(c3ccc([N+](=O)[O-])cc3F)CC2)cc1C | 24 | 94 | 29 | 88 | 0 | 2 | -1 | -1.6 | -32 | 10
O=C1c2ccccc2S(=O)(=O)N1Cc1nnc(-c2ccccc2Br)o1 | 12 | 115 | 8 | 97 | x | 3 | x | -3.0 | -18 | 5
CS(=O)(=O)N(CC(=O)N1CCOCC1)Cc1ccccc1 | 17 | 103 | -1 | 96 | 1 | 2 | -1 | 0.1 | -24 | 4

Screens (PubChem)
